# Compound activity as filed in PubChem BioAssay.
# MmCpn inh: M. maripaludis TRiC chaperonin inhibition; purified Mm-Cpn ATPase, ADP Transcreener TR-FRET; Potency, µM (highest dose often 76.9 µM), without a hit: top-dose activity, negative = inhibition, usual class: inhibitors; actives 0.031% (n = 330,000); AID 504842; further: potency means the concentration at half of the fitted maximal effect; on the % scale 0 is the no-effect control and ±100 the full control effect; nearly all actives have a fitted effect of over 80% in size
#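 ATPase read-out: TR-FRET ADP immunoassay (anti-ADP Eu cryptate vs ADP-d2), ex 320 nm, em 590/665 nm; signal drops as ADP forms. Enzyme 25 nM, ATP 10 uM, 30 min at 37°C after 10 min compound preincubation.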
# A549 viability: A549 cytotoxicity, counter-screen for Nrf2 inhibitors. A549 ARE-Fluc cells, CellTiter-Fluor viability, 18-24 h. actives 0.16% (n = 390,000). Potency, µM (highest dose often 46 µM), without a hit: at the highest dose activity change, negative = cytotoxicity, usual class: inhibitors. AID 504648; further: potency means the concentration at half of the fitted maximal effect; on the % scale 0 is the no-effect control and ±100 the full control effect
#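 A549 ARE-Fluc cells in 5% FBS OPTI-MEM, 5000 cells/well, rested 2 h then exposed to compounds in concentration-response for 18-24 h at 37 °C. Viability by CellTiter-Fluor fluorescence (Ex 405/Em 525) after 30 min; luciferase luminescence (BugLite, 15 min, RT) read afterwards.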
# Nrf2 block: Nrf2 pathway inhibition; A549 ARE-Fluc reporter, luciferase luminescence, 18-24 h; Potency, µM (titrated, usually from 46 µM), without a hit: at the highest dose activity change, negative = inhibition, most hits filed as inhibitors; actives 2.1% (n = 360,000); further: potency means the concentration at half of the fitted maximal effect; on the % scale 0 is the no-effect control and ±100 the full control effect; nearly all actives have a fitted effect of over 60% in size
#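 A549 ARE_Fluc cells, 5000/well, 5% FBS OPTI-MEM; compounds in dose-response, 18-24 h at 37 °C/5% CO2; CellTiter-Fluor viability read (Ex 405/Em 525), then BugLite luciferase luminescence = Nrf2 activity.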
# Nrf2 activator: activates Nrf2 signaling | actives 0.31% (n = 410,000) | AREc32 ARE-luciferase reporter (MCF7-derived line), luminescence, 24 h | Potency, µM (highest dose often 46.1 µM), without a hit: at the highest dose activation, usual class: activators; further: potency means the concentration at half of the fitted maximal effect; % of control where 0% means no effect; nearly all actives have a fitted effect of over 65% in size
#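 Reporter line AREc32 (ARE-Fluc), seeded overnight in OPTI-MEM with 5% FBS; compound pin-transferred, 24 hr at 37 deg C, 5% CO2; luminescent read-out.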
# TGFb inhibitor: TGF-b pathway inhibition; actives 1.2% (n = 410,000); HepG2 CAGA-GFP TGF-b/SMAD3 reporter, GFP fluorescence, 18 h; TGF-beta stimulated, 500 pg/mL final; AID 588855; Potency, µM (highest dose often 46.1 µM), for the others: at the highest dose activity, negative = inhibition, hits mostly inhibitors; further: potency means the concentration at half of the fitted maximal effect; on the % scale 0 is the no-effect control and ±100 the full control effect; nearly all actives have a fitted effect of over 65% in size
#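 HEPG2 CAGA-GFP reporter cells (1000/well, DMEM with 1% FBS) received compounds, then recombinant TGF-beta at 500 pg/mL final for 18 hours at 37 degrees C. Per-cell GFP summed per well was normalised to unstimulated and stimulated DMSO controls before curve fitting.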
# HepG2 viability: HepG2 cytotoxicity, counter-screen for TGF-b inhibitors. HepG2 CAGA-GFP viability, ATP luminescence, 18 h. Potency, µM (series often up to 46.1 µM), for the others: top-dose activity change, negative = cytotoxicity, hits mostly cytotoxic. actives 0.76% (n = 410,000). AID 588856; further: potency means the concentration at half of the fitted maximal effect; some results filed as inactive show a strong effect at the top dose
#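 CellTiter-Glo luminescence gave cytotoxicity after 18 hours at 37 degrees C. The cells were HepG2 CAGA-GFP in 1% FBS DMEM, stimulated with 500 pg/mL TGF-beta after compound addition. %Activity was normalised to no-cell wells (complete cell-killing) and DMSO (no toxicity), and curves were fitted and classified.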
# CCT chaperon mod: changes cytosolic chaperonin activity; purified chaperonin ATPase assay, HTRF ADP detection, 30 min; activity change, % (concentration not given with the values), hits read low; actives 0.3% (n = 360,000); AID 651819; in the data active means activity change below about -30%; further: on the % scale 0 is the no-effect control and ±100 the full control effect
#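 We incubate TRiC, 40 or 20 nM final, with library compounds at 76 uM and 10 uM ATP for 30 min at 37 °C. ADP formed is detected with Transcreener HTRF reagents after 30 min at room temperature.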
# Abeta rescue: restores growth of yeast expressing A-beta42 peptide; yeast expressing A-beta42, growth rescue, OD600, 48 h; response scale: 0% DMSO, 100% iron-clioquinol control; AID 1347071; Potency, µM (series often up to 46.1 µM), for inactives: at the highest dose growth rescue, most hits filed as activators; actives 0.063% (n = 410,000); further: potency means the concentration at half of the fitted maximal effect; nearly all actives have a fitted effect of over 55% in size
#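 Growth rescue measured by 600 nm absorbance after 48 h yeast culture at 30 C with compound. Values normalized between DMSO and an equimolar ferric chloride plus clioquinol control.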
# Akt phos inh: blocks phosphorylation of Akt; Neuro2A IGF-stimulated pAkt S473 HTRF, 20 min; hits give low values; activity change, % for hits at 50 µM; actives 0.32% (n = 360,000); AID 651550; in the data active means activity change below about -80%; inconclusive means mostly about -51% to -80%; further: on the % scale 0 is the no-effect control and ±100 the full control effect
#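 Neuro2A cells in DMEM with 0.5% FBS, overnight at 37 deg C, given compound at single 50 µM final, then IGF (6 nM final) for 20 min at 37 deg C. Lysed; phospho-Akt Ser473 by HTRF after 24 h, 665/615 ratio.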
# The depositor's hits bear a star; i = inactive; ? = inconclusive; nt = no result given; & = joins results of further samples; [ ] = another dose, or the depositor's remark. Unless noted, the call rests on the fitted dose curve; in most records, active means well fitted curve in the direction sought with a large enough effect; inconclusive means small, poorly fitted or top-dose-only effect, or another doubt; inactive means no such curve, though single readings can be large; an effect the other way counts as inactive or inconclusive.
SMILES,MmCpn inh,A549 viability,Nrf2 block,Nrf2 activator,TGFb inhibitor,HepG2 viability,CCT chaperon mod,Abeta rescue,Akt phos inh
CC1CC(C)CN(C(=O)Cn2c(=O)n(CCCCC(=O)NCc3ccco3)c(=O)c3ccccc32)C1 (stereo unspecified),0%,3%,nt,0.2%,-15%,10%,-1.2,8%,i
CC1Oc2ccccc2N(Cc2ccccc2Cl)C1=O (stereo unspecified),2%,6%,nt,-1.1%,17%,-14%,-0.2,-22%,nt
Cc1ccc(Cn2nnc3c(=O)[nH]c(C4CCCN(S(=O)(=O)c5ccc(F)cc5)C4)nc32)cc1 (stereo unspecified),4%,?,?,-0.4%,7%,8%,0.5,13%,i
Cc1ccc(/C=N/c2sc(Cc3ccccc3)c(C)c2C(N)=O)o1,-1%,1%,-17%,4.8%,1%,-35%,-7.2,-14%,i
Cn1nc([N+](=O)[O-])nc1Sc1nnc(-c2ccccc2)o1,0%,-3%,2%,27%,?,-21%,-0.2,0%,i
CCOc1ccc(-c2nnn(CC(=O)NCc3ccc(F)cc3)n2)cc1OCC,1%,-6%,?,0.0%,7%,-15%,-1.0,-3%,nt
Cn1nc(-c2ccccc2F)c2cc(C(=O)N3CCN(c4ccc(F)cc4)CC3)sc21,nt,0%,?,-0.2%,?,-11%,nt,-16%,nt
OC(c1ccc(F)cc1)c1nc(-c2cccc(C(F)(F)F)c2)cs1 (stereo unspecified),nt,nt,nt,0.0%[9.22 µM],?,-59%,0.6,-77%[inhibitor],i
CC1CC=CC2C1C(=O)N(Cc1ccccc1)C2c1ccc(-c2cc3ccccc3s2)cc1F (stereo unspecified),nt,7%,?,nt,1%,-1%,nt,nt,nt
CC1CCCCN1C(=O)CSc1nnc(-c2ccccc2O)o1 (stereo unspecified),0%,-3%,25%,7.2%,-8%,-5%,-1.9,-6%,i
N/C(=N\OC(=O)CCCOc1ccc(Cl)cc1Cl)c1ccccn1,0%,3%,-13%,0.3%,-10%,-15%,-1.3,-7%,i
COc1cccc(OC)c1C(=O)NC(=S)Nc1ccc2c(c1)Cc1ccccc1-2,?,-10%,-11%,0.3%,14%,2%,-2.0,1%,-115%*
C[C@@H]1CN=C2N(CCNC(=O)CCC3CCCCC3)[C@H](Cc3ccc(O)cc3)CN21,nt,-1%,8%,-1.2%,-2%,0%,-1.5,-1%,i
CCC(=O)N(C)CCc1cc2c(c(OC)c1/C=N/NC(=O)[C@H]1C[C@@H]1c1ccccc1)OCO2,-2%,-6%,20%,-1.1%,-1%,-2%,0.8,-6%,i
O=C(Cn1c(C(F)(F)F)nc2ccccc21)c1ccccc1,-1%,-7%,21µM*,-0.4%,-3%,12%,5.1,19%,i
Cc1ccc(-c2cc(C(=O)N3CCN(S(=O)(=O)c4ccc(Br)s4)CC3)[nH]n2)cc1C,nt,4%,-9%,0.7%,0%,-26%,nt,6%,nt
O=C1C2C3C=CC(C3)C2C(=O)N1CNc1ccccc1 (stereo unspecified),0%,4%,9%,-0.7%,-3%,-5%,0.7,7%,i
COc1ccc(Cc2nc(-c3ccccc3)no2)cc1,0%,0%[1.84 µM],?,5.2%,-17%,-12%,-0.9,9%,i
Cc1cccc(N2CC(C(=O)OCC(=O)Nc3sccc3C(N)=O)CC2=O)c1C (stereo unspecified),-2%,2%,16%,-0.3%,9%,4%,-1.4,1%,i
CCc1ccc(NC(=O)CN(c2ccc(OC)cc2)S(=O)(=O)c2c(C)nn(C)c2C)cc1,-1%,0%,-2%,-0.5%,1%,2%,-1.3,-1%,i
O=C(c1ccc(S(=O)(=O)NCC2CCCO2)cc1)N1CCN(c2ccccc2)CC1 (stereo unspecified),-4%,8%,-11%,-0.6%[9.22 µM],2%,0%,-1.5,-1%,i
Cc1ccc(NC(=O)CN2C(=O)CCc3cc(S(=O)(=O)N4CCOCC4)ccc32)c(C)c1,nt,-7%,nt,4.2%,0%,2%,nt,-3%,nt
CCCN1C2CCCC1CC(NC(=O)c1cc(OC)cc(OC)c1)C2 (stereo unspecified),1%,2%,-4%,-0.5%,?,5%,-1.6,3%,i
O=C(OCc1ccc(F)cc1)c1cc(S(=O)(=O)N2CCCCC2)ccc1N1CCOCC1,-3%,1%,?,-0.2%,-8%,4%,-1.2,11%,i
CC(Oc1ccc2c(-c3ccccc3)cc(=O)oc2c1)C(=O)NCCN1CCOCC1 (stereo unspecified),0%,0%,-28%,0.2%,1%,1%,1.8,-16%,i
# The listing continues:
SMILES,MmCpn inh,A549 viability,Nrf2 block,Nrf2 activator,TGFb inhibitor,HepG2 viability,CCT chaperon mod,Abeta rescue,Akt phos inh
CCOC(=O)Cc1c(C)nc2c(C#N)c(C)nn2c1C,-1%,2%,-9%,0.3%,24%,4%,0.0,12%,i
CCOc1ccc2nc(NC(=O)c3cccnc3)sc2c1,6%,-6%,?,-0.3%,11%,-1%,1.9,0%,i
CCOc1cc(NC(=O)C2CCCO2)c(OCC)cc1NC(C)=O (stereo unspecified),1%,nt,8%,-0.6%,36%[activator],-27%,-1.3,-12%,i
CC1CC(C)CN(C(=O)C2CCN(S(=O)(=O)c3cccs3)CC2)C1 (stereo unspecified),0%,-3%,4%,0.3%,?,-10%,-1.5,10%,i
O=C(CSc1ccc(F)cc1)NCCc1ccc(Cl)cc1,1%,8%,7%,-0.4%,-6%,-17%,2.5,8%,i
CN1c2ccc([N+](=O)[O-])cc2C(C)(C)C12C=Cc1cc(C(=O)O)ccc1O2 (stereo unspecified),-8%,?,?,11%,11%,-18%,1.6,-62%[inhibitor],i
COC(=O)C1=C(Nc2ccc(C)cc2)C=C(C)C(C(=O)OC)C1c1cccc(OC)c1 (stereo unspecified),-1%,-9%,?,0.1%,2%,0%,-0.9,-12%,i
COc1cnc(-c2ccccn2)nc1N(C)c1ccccc1,2%,-2%,-22%,17%,?,-136%,1.8,-53%[inhibitor],i
Cc1c(C(=O)OCC(=O)N(C)c2ccccc2)cccc1[N+](=O)[O-],3%,2%,-4%,0.1%,0%,21%,-4.6,1%,i
COc1ccccc1CNC(=O)COC(=O)c1ccc2c(=O)n3c(nc2c1)CCCCC3,2%,6%,2%,-0.5%,-7%,-7%,-0.2,-8%,i
O=C(CN1CCCCC1)Nc1ccc(S(=O)(=O)N2CCOCC2)cc1,0%,23%,9%,-0.9%,2%,0%,-0.1,1%,i
COc1cccc2c(=O)c(C/C=C(/C)Cl)c(C)[nH]c12,0%[15.4 µM],0%,-5%,-0.6%,-6%,-14%,-1.1,-8%,i
Cc1ccc(C(=O)Nc2nccs2)cc1,1%,-2%,?,6.6%,0%,-2%,-0.8,-9%,i
c1coc(CN2CN=C(Nc3nc4ccccc4s3)NC2)c1,0%,-4%,?,2.9%,0%,-15%,-0.8,8%,i
COC(=O)c1ccc(NC(=O)CCOc2ccccc2)cc1,-7%,0%&4%,1%&3%,0.6%&0.0%,1%&1%,-8%&-11%,0.5,?,i
CC(C)c1ccc(NC2CCCN(C(=O)CN3CCCC3=O)C2)cc1 (stereo unspecified),-9%,-4%,-7%,0.3%,4%,-3%,1.3,10%,i
CC(C)CCOP(=O)(c1ccc(N(C)C)cc1)C(Nc1ccccc1)c1ccc(N(C)C)cc1 (stereo unspecified),-5%,-2%,1%,2.9%,?,-24%,-2.1,-12%,i
CCOC(=O)N1CCC(=NNC(=O)Cn2ccc(C(F)(F)F)n2)CC1,1%,-4%,8%,0.3%,?,-1%,-0.1,-3%,i
OCC1(Cc2ccccc2)CCCN(Cc2cn[nH]c2-c2ccccc2)C1 (stereo unspecified),1%,2%,-2%,0.1%,-21%,-7%,-4.5,-11%,i
CCN(CC)CCNCC(=O)Nc1ccc(Oc2ccccc2)cc1,1%,19%,?,0.4%,-11%,-24%,-2.2,-5%,i
CN(C)CCCNC(=O)CC(c1ccccc1)c1ccccc1O (stereo unspecified),nt,17%,nt,0.1%,11%,-3%,1.9,1%,i
Cc1ccc(C)c(NC(=O)CN2C(=O)CCc3cc(S(=O)(=O)N4CCCCC4)ccc32)c1,nt,1%,nt,4.2%,-3%,-28%,nt,-10%,nt
O=S(=O)(c1ccc(SCc2ccccc2)nc1)N1CCCC1,0%,3%,?,3.1%,-16%,-17%,-1.0,-6%,i
CCOC(=O)Nc1nnc(-c2ccc(OC)cc2)s1,-11%,-4%,30%,-0.4%,0%,2%,-0.6,8%,i
COc1ccc(-n2c(=S)[nH]c3c(oc4ccccc43)c2=O)cc1,-5%,7%,12%,2.4%,5%,8%,0.5,4%,i
COc1ccc(OC(=O)c2nc(SCc3ccccc3F)ncc2Cl)cc1,nt,8%,6%,0.6%,-7%,-8%,nt,-27%,nt

# Looked up above:
# Under HepG2 viability, COc1ccc(OC(=O)c2nc(SCc3ccccc3F)ncc2Cl)cc1 has -8%
# Under HepG2 viability, O=C(CN1CCCCC1)Nc1ccc(S(=O)(=O)N2CCOCC2)cc1 has 0%
